# Screening data: PubChem BioAssay, National Center for Advancing Translational Sciences (NCATS)
# RGS4 inhibitor: Inhibitors of Regulator of G Protein Signaling (RGS) 4: qHTS; Regulator of G-protein signaling 4 (Homo sapiens), P49798; Transcreener GDP fluorescence polarization, RGS4-accelerated GTP hydrolysis; Potency, µM (series often up to 114 µM), for the others: at the top dose activity change, negative = inhibition, hits mostly inhibitors; 390,000 tested, 0.039% active; AID 504845, 2011; further: potency means the concentration at half of the fitted maximal effect; on the % scale 0 is the no-effect control and ±100 the full control effect; nearly all actives have a fitted effect of over 75% in size; some results filed as inactive show a strong effect at the top dose
# Target sequence (P49798 whole entry, looked up): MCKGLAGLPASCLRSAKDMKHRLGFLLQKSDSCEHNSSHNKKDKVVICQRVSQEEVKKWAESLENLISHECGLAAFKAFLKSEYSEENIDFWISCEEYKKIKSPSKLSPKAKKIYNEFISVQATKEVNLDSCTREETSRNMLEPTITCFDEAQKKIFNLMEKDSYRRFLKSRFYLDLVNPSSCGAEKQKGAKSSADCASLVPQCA
#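 MLSMR compounds (23 nl, pin-transferred) preincubated 10 min at room temperature with a 500nM (2x) first reagent, then RGS4 at 900nM (2x) plus Transcreener GDP mix added; fluorescence polarization (620/688 nm) read before and after 90 min at 30 °C.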
# TrxR1 substrate: qHTS Assay for Substrates of Mammalian Selenoprotein Thioredoxin Reductase 1 (TrxR1): qHTS; Thioredoxin reductase 1, cytoplasmic (Rattus norvegicus), O89049; purified TrxR1 substrate turnover, NADPH consumption readout; Potency, µM (highest dose often 114 µM), inactives show at the top dose activity change, negative = substrate turnover; 390,000 tested, 0.01% active; AID 588456, 2011; further: potency means the concentration at half of the fitted maximal effect; on the % scale 0 is the no-effect control and ±100 the full control effect; nearly all actives have a fitted effect of over 50% in size
#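 Rat TrxR1, dispensed at 90 nM, was prereduced with 400 uM NADPH (final) for 5 min at ~22 deg C, then incubated with compound 15 min before 400 uM selenite. A first-read NADPH fluorescence drop versus no-compound background flagged substrates.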
# Vif-APOBEC3F blk: qHTS for Inhibitors of Vif-A3F Interactions: qHTS. HeLa A3F-eYFP + Vif (tagged APOBEC3F with the HIV-1 protein that degrades it), YFP fluorescence increase. Potency, µM (titrated, usually from 46.1 µM), for the others: at the top dose activity, negative = active. 390,000 tested, 0.2% active. AID 602313, 2012; further: potency means the concentration at half of the fitted maximal effect; % of control where 0% means no effect; nearly all actives have a fitted effect of over 65% in size
#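 HeLa cells stably expressing A3F-eYFP plus Vif, plated and incubated overnight at 37 deg C, then exposed to compounds overnight at 37 deg C. Blocked degradation read as raised yellow fluorescence (Ex 488/Em 500-530).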
# LDHA inh: qHTS assay for inhibitors of human lactate dehydrogenase | activity change, % (values are at about 110 or 230 µM) | purified LDHA, NADH/diaphorase-resazurin fluorescence; hits give low values | 480,000 tested, 0.15% active | AID 1347041, 2019 | L-lactate dehydrogenase A chain (Homo sapiens), P00338; in the data active means activity change below about -30%; inconclusive means mostly about -25% to -30%;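 further: plate controls were DMSO wells for no effect and wells without enzyme for full effect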
#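 Human LDH5 at 2 nM final in Tris HCl pH 7.4 with 0.06 mM NADH and 0.2 mM pyruvate, reacted 5 minutes at room temperature. Remaining NADH coupled via diaphorase/resazurin; resorufin fluorescence read at 0 and 20 minutes, normalized to enzyme-free and DMSO wells.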
# USP1 inh: Inhibitors of USP1/UAF1: Primary Screen | Ubiquitin carboxyl-terminal hydrolase 1 (Homo sapiens), O94782 | 390,000 tested, 0.23% active | recombinant USP1/UAF1, Ub-Rhodamine cleavage fluorescence | Potency, µM (titrated, usually from 57.1 µM), for inactives: top-dose activity change, negative = inhibition, actives largely listed as inhibitors; further: potency means the concentration at half of the fitted maximal effect; on the % scale 0 is the no-effect control and ±100 the full control effect; nearly all actives have a fitted effect of over 60% in size; inactives centre near -12
# Target sequence (O94782 whole entry, looked up): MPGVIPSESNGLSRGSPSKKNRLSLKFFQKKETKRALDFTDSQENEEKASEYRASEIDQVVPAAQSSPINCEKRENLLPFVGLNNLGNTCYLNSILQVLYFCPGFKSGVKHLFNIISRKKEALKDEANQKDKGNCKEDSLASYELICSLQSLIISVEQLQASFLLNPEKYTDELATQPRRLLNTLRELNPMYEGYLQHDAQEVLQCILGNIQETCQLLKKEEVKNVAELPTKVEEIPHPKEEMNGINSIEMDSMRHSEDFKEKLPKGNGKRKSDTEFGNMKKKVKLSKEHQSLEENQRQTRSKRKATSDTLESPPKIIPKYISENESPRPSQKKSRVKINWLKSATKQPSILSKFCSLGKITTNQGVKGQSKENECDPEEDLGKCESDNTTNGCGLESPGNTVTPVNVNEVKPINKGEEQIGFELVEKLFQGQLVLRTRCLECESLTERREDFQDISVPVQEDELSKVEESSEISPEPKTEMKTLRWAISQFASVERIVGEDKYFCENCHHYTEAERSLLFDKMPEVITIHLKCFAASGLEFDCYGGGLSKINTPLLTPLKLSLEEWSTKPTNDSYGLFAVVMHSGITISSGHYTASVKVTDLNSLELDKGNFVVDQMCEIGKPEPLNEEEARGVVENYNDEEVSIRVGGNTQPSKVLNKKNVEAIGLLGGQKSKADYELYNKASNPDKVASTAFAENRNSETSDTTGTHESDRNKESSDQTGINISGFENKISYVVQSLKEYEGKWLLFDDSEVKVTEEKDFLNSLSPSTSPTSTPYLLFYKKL
#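 USP1/UAF1 complex (1 nM) preincubated 15 min at room temperature with compound, then Ub-Rho substrate (150 nM final) added. Kinetic fluorescence at 480/540 nm over 6 reads at 60 s intervals; 50 mM HEPES pH 7.8, 0.5 mM EDTA, 0.1 mg/ml BSA, 1 mM TCEP, 0.01% Tween-20.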
# mIDH1 inhibitor: qHTS for Inhibitors of mutant isocitrate dehydrogenase 1 (IDH1): qHTS | Isocitrate dehydrogenase [NADP] cytoplasmic (Homo sapiens), O75874 | IDH1-R132H enzyme, NADPH consumption, diaphorase/resazurin fluorescence | Potency, µM (series often up to 76.6 µM), for inactives: top-dose activity change, negative = inhibition, actives largely listed as inhibitors | 390,000 tested, 0.093% active | AID 602179, 2012; further: potency means the concentration at half of the fitted maximal effect; on the % scale 0 is the no-effect control and ±100 the full control effect; nearly all actives have a fitted effect of over 65% in size
#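 IDH1-R132H (0.5 ug/mL dispensed) in pH 7.5 Tris buffer was preincubated 30 min with compound, then given a substrate mix of 0.016 mM NADPH and 2 mM alpha-KG for 80 min at room temperature; remaining NADPH was read by diaphorase/resazurin fluorescence.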
# Glioma ERSR ind: qHTS for Inducers of the Endoplasmic Reticulum Stress Response (ERSR) in Human Glioma: qHTS. U87-MG GRP78 promoter luciferase reporter, 16 h. Potency, µM, for inactives: at the highest dose activation, usual class: activators. 420,000 tested, 0.02% active. AID 602332, 2012; further: potency means the concentration at half of the fitted maximal effect; series mostly up to about 76 µM; % of control where 0% means no effect; nearly all actives have a fitted effect of over 35% in size
#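 ERSR induction read as luciferase luminescence (Bright-Glo, 10 min at room temperature) in stably transfected human U87-MG glioma cells exposed to compounds for 16 h, using GRP78 as sensor.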
# Vif-A3G inh: qHTS for Inhibitors of Vif-A3G Interactions: qHTS; DNA dC->dU-editing enzyme APOBEC-3G (Homo sapiens), Q9HC16; HeLa A3G-eYFP + Vif (tagged APOBEC3G with the HIV-1 protein that degrades it), YFP fluorescence, overnight; Potency, µM (titrated, usually from 46.1 µM), for the others: at the top dose activity, negative = active, hits mostly inhibitors; 410,000 tested, 0.076% active; AID 602310, 2012;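 further: potency means the concentration at half of the fitted maximal effect; on the % scale 0 is the no-effect control and ±100 the full control effect; nearly all actives have a fitted effect of over 60% in size; hits raise eYFP signal because A3G escapes Vif-driven loss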
#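 HeLa cells stably expressing Vif and C-terminally eYFP-tagged A3G, seeded overnight at 37 deg C, then exposed to compound by pintool overnight at 37 deg C. Rise in yellow fluorescence (Ex 488/Em 500-530, Acumen) marks blocked Vif-driven A3G degradation.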
# rTrxR1 inhibitor: qHTS Assay for Inhibitors of Mammalian Selenoprotein Thioredoxin Reductase 1 (TrxR1): qHTS; Thioredoxin reductase 1, cytoplasmic (Rattus norvegicus), O89049; 390,000 tested, 1% active; recombinant rTrxR1, NADPH fluorescence consumption, selenite substrate; Potency, µM (top dose mostly 114 µM), without a hit: at the highest dose activity change, negative = inhibition, most hits filed as inhibitors; further: potency means the concentration at half of the fitted maximal effect; on the % scale 0 is the no-effect control and ±100 the full control effect; nearly all actives have a fitted effect of over 65% in size
#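 Rat TrxR1 (90 nM in the dispensed reagent) was pre-reduced with 400 uM NADPH for 5 min at room temperature, then incubated with compound for 15 min. After 400 uM selenite was added, NADPH fluorescence (Ex 340/Em 450 nm) was followed for 8 min.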
# * hit, by the source's call; ? = inconclusive; nt = no result given; & = joins results of further samples; [ ] = remark or other dose. Unless noted, the call rests on the fitted dose curve; in most records, active means well fitted curve in the direction sought with a large enough effect; inconclusive means small, poorly fitted or top-dose-only effect, or another doubt; inactive means no such curve, though single readings can be large; an effect the other way counts as inactive or inconclusive.
SMILES,RGS4 inhibitor,TrxR1 substrate,Vif-APOBEC3F blk,LDHA inh,USP1 inh,mIDH1 inhibitor,Glioma ERSR ind,Vif-A3G inh,rTrxR1 inhibitor
CCN(CCCNC(=O)CCCn1c(=O)[nH]c2ccccc2c1=O)c1cccc(C)c1,-22%[56.9 µM],-13%,5%,3,-11%,6%,-8%,1%,-11%
CCC(=O)NC(=S)Nc1ccc(S(=O)(=O)N2CCN(C)CC2)cc1,14%,-12%,-12%,-10,-18%,0%,-2%,2%,-29%
CC1(c2ccccc2)CC(C)(C)N(C(=O)CSc2nnc(N)s2)c2ccccc21 (stereo not given),-2%,-5%,-32%,0,-12%,-3%,-4%,?,0%
COc1ccc(N(C(=O)c2ccccc2C)S(=O)(=O)c2ccc(Cl)cc2)cc1,-8%,5%,2%,0,-33%,-7%,-1%,1%,20%
Cc1ccc(NC(=S)N(CCN(C)C)Cc2cc3cc(C)ccc3[nH]c2=O)cc1,1%,4%[57.1 µM],-2%,-8,-17%,7%,0%,3%,13%[57.1 µM]
O=C(N/C(=C/c1cccc([N+](=O)[O-])c1)C(=O)N1CCCCCC1)c1ccco1,5%,-23%,-8%,-11,-9%,-5%,-1%,1%,-33%
COc1cccc(/C=N\NC(=O)c2sc(N)nc2C)c1OC,-16%[11.4 µM],6%[57.1 µM],-5%,0,-5%,8%,2%,-8%,-5%
COc1cccc(CN2CCc3nc(N4CCN(c5ncccn5)CC4)ncc3C2)c1,-11%,-4%[57.1 µM],0%,-1,-8%,0%,-3%,4%,0%[57.1 µM]
CCOC(=O)c1ccc(N=C2SC(C(=O)Nc3ccccc3)CC(=O)N2C)cc1 (stereo not given),-23%,0%,2%,-7,6%,11%,-3%,3%,-1%
CCOCCc1nnc(NC(=O)C(C)Oc2ccccc2)s1 (stereo not given),10%,9%,3%,-1,-20%,12%,1%,-1%,31%[activator]
FC(F)(F)c1ccccc1-n1ccnc1,4%[56.9 µM],4%[57.1 µM],1%,-12,-26%,-3%,-6%&-4%&-2%&-2%&-4%&-4%,2%,15%[57.1 µM]
COc1ccc(S(=O)(=O)N2CCN(C(=O)CC(C)C)CC2)cc1,5%,9%[57.1 µM],-29%,-8,-15%,0%,-5%,0%,16%[57.1 µM]
CN(CC(=O)Nc1ccccc1Cl)C(=O)COC(=O)c1ccc(=O)n(Cc2ccccc2)n1,-30%,6%[57.1 µM],8%,-5,-8%,0%,-3%,-2%,14%
COc1cc(Br)cc2cc(C(=O)N3CCOCC3)c(=O)oc12,8%,-12%,-2%,-6,-8%,-13%,0%,2%,-22%
C=CCNC(=O)CC(C)C(CCCCC)C(=O)O (stereo not given),-26%,3%,-21%,2,-25%,3%,-3%,0%,5%
Cc1cccc(NC(=O)CCS(=O)(=O)c2ccccc2)n1,-4%,4%,-1%,0,-13%,-5%,0%,2%,-6%
CCn1cc(Cl)c(C(=O)Nc2c(C)nn(Cc3c(F)c(F)c(F)c(F)c3F)c2C)n1,-25%,1%,0%,-4,-22%,-1%,-5%,-1%,15%
CC(C)(C)OC(=O)N1CCC(NC(=O)c2[nH]cnc2C(=O)N[C@@H](Cc2ccccc2)C(=O)OCc2ccccc2)CC1,-11%,-18%,-5%,4,?,7%,-13%,-12%,-3%
Cc1cc(Cl)ccc1OCCSc1nnc(-c2cccs2)o1,15%,11%,1%,-4,-16%,3%,-1%,4%,31%
Cc1cccn2c(=O)c3cc(C(=O)N(C)C)n(C)c3nc12,13%,38%[activator][57.1 µM],-8%,-3,-9%,4%,1%,0%,14%[57.1 µM]
CCn1c(=N)c(C(=O)NCc2ccccc2)cc2c(=O)n3cc(C)ccc3nc21,-13%,142%[activator],-2%,-3,-22%,-1%,0%,-2%,29%
N#CCSc1nnc(COc2ccccc2)n1-c1ccccc1,29%,-8%,-8%,-6,-3%,5%,-2%,6%,-5%
CCCCCC(=O)N/N=C(\C)c1ccc(NC(=O)c2ccco2)cc1,-1%,-2%,2%,-9,-3%,-2%,-3%,-1%,4%
Fc1ccc(-n2c(Cc3ccccc3)nnc2SCc2nc(-c3ccc(Cl)cc3)no2)cc1,-13%,-4%,4%,9,?,3%,-6%,5%,11%
COc1ccc(C)cc1NC(=O)c1cc(S(=O)(=O)N2CCc3ccccc3C2)ccc1F,24%,-3%[57.1 µM],1%,0,-16%,32%,5%,0%,20%[57.1 µM]

# Overlap with the part before: four entries; new compounds follow.
SMILES,RGS4 inhibitor,TrxR1 substrate,Vif-APOBEC3F blk,LDHA inh,USP1 inh,mIDH1 inhibitor,Glioma ERSR ind,Vif-A3G inh,rTrxR1 inhibitor
N#CCSc1nnc(COc2ccccc2)n1-c1ccccc1,29%,-8%,-8%,-6,-3%,5%,-2%,6%,-5%
CCCCCC(=O)N/N=C(\C)c1ccc(NC(=O)c2ccco2)cc1,-1%,-2%,2%,-9,-3%,-2%,-3%,-1%,4%
Fc1ccc(-n2c(Cc3ccccc3)nnc2SCc2nc(-c3ccc(Cl)cc3)no2)cc1,-13%,-4%,4%,9,?,3%,-6%,5%,11%
COc1ccc(C)cc1NC(=O)c1cc(S(=O)(=O)N2CCc3ccccc3C2)ccc1F,24%,-3%[57.1 µM],1%,0,-16%,32%,5%,0%,20%[57.1 µM]
COC(=O)CCCC(=O)N1CCCC(C(=O)c2ccc(-c3ccccc3)cc2)C1 (stereo not given),-25%,0%,-25%,0,-21%,12%,0%,2%,8%
CC(Sc1n[nH]c(N)n1)C(=O)NC1CCCCC1C (stereo not given),23%,-10%,6%,-12,-15%,-18%,-1%,2%,-18%
Cc1nn(-c2ccccc2)c(C)c1/C=N/N1CCN(Cc2ccccc2)CC1,-6%[56.9 µM],6%[57.1 µM],nt,nt,nt,nt,-2%,nt,10%[57.1 µM]
COc1ccccc1C1NC(c2ccc3c(c2)OCO3)=CC(c2cc(Br)ccc2O)N1 (stereo not given),-23%,2%,nt,5,nt,nt,?,-12%,-30%
CCC(C)Sc1c(C(C)C)cnc2c1c(=O)n(C)c(=O)n2C (stereo not given),?,2%[57.1 µM],-5%,-1,0%,-4%,-5%,2%,12%[57.1 µM]
COCCNC(=O)CN(C(=O)Cn1nnc2ccccc21)c1ccccc1,23%,2%,2%,-8,-7%,-5%,-6%,0%,9%
CNC(=O)COC(=O)/C=C/c1cccc(F)c1,8%,1%,0%,-4,-7%,9%,-6%,0%,8%
O=C(NCc1ccncc1)c1cn(-c2ccccc2)nc1-c1cccnc1,-8%,8%[0.0914 µM],-1%,-3,-17%,0%,-3%,0%,8%[57.1 µM]
CCOc1ccc(C(=O)N(CN2CCCC2=O)c2ccccc2)cc1,-8%,-8%,4%,-5,-17%,4%,0%,-1%,-8%
CCc1ccc(NC(=O)C(=O)NCC2CCCN2S(=O)(=O)c2cccs2)cc1 (stereo not given),4%,-9%,10%,0,-14%,3%,-5%,0%,-10%
CC(=O)Nc1cc(NC(C)=O)cc(C(=O)OCC(=O)N2CC(C)OC(C)C2)c1 (stereo not given),32%,2%,-4%,1,-7%,6%,-4%,-4%,6%[57.1 µM]
CCOC(=O)c1sc2nc(CN3CCCCC3)nc(Cl)c2c1C,17%,43%,4%,-12,-1%,21%,-1%,-2%,3%[57.1 µM]
Cc1c(C(=O)Nc2cccc(C#N)c2)sc2nc3n(c(=O)c12)CCCCC3,-15%,-1%,0%,-5,?,-6%,3%,-1%,?
Cc1cccc(NC(=O)c2ccc(-n3cncn3)c([N+](=O)[O-])c2)c1,-3%,-3%,3%,-3,-21%,22%,-4%,-1%,9%

# 2 successive entries already listed, quoted:
SMILES,RGS4 inhibitor,TrxR1 substrate,Vif-APOBEC3F blk,LDHA inh,USP1 inh,mIDH1 inhibitor,Glioma ERSR ind,Vif-A3G inh,rTrxR1 inhibitor
Cc1c(C(=O)Nc2cccc(C#N)c2)sc2nc3n(c(=O)c12)CCCCC3,-15%,-1%,0%,-5,?,-6%,3%,-1%,?
Cc1cccc(NC(=O)c2ccc(-n3cncn3)c([N+](=O)[O-])c2)c1,-3%,-3%,3%,-3,-21%,22%,-4%,-1%,9%

# The list is partial; the hit share may differ from the screen's.
